Screening results: PubChem, Broad Institute
TcdB inh: TcdB glycohydrolase inhibitors, primary screen, biochemical, single point, plate reader; TcdB glycohydrolase enzymatic assay; inhibition, % at 9.99 µM; 350,000 tested, 0.24% active; in the data active = inhibition above about 10%
Target sequence (P18177 whole entry, looked up): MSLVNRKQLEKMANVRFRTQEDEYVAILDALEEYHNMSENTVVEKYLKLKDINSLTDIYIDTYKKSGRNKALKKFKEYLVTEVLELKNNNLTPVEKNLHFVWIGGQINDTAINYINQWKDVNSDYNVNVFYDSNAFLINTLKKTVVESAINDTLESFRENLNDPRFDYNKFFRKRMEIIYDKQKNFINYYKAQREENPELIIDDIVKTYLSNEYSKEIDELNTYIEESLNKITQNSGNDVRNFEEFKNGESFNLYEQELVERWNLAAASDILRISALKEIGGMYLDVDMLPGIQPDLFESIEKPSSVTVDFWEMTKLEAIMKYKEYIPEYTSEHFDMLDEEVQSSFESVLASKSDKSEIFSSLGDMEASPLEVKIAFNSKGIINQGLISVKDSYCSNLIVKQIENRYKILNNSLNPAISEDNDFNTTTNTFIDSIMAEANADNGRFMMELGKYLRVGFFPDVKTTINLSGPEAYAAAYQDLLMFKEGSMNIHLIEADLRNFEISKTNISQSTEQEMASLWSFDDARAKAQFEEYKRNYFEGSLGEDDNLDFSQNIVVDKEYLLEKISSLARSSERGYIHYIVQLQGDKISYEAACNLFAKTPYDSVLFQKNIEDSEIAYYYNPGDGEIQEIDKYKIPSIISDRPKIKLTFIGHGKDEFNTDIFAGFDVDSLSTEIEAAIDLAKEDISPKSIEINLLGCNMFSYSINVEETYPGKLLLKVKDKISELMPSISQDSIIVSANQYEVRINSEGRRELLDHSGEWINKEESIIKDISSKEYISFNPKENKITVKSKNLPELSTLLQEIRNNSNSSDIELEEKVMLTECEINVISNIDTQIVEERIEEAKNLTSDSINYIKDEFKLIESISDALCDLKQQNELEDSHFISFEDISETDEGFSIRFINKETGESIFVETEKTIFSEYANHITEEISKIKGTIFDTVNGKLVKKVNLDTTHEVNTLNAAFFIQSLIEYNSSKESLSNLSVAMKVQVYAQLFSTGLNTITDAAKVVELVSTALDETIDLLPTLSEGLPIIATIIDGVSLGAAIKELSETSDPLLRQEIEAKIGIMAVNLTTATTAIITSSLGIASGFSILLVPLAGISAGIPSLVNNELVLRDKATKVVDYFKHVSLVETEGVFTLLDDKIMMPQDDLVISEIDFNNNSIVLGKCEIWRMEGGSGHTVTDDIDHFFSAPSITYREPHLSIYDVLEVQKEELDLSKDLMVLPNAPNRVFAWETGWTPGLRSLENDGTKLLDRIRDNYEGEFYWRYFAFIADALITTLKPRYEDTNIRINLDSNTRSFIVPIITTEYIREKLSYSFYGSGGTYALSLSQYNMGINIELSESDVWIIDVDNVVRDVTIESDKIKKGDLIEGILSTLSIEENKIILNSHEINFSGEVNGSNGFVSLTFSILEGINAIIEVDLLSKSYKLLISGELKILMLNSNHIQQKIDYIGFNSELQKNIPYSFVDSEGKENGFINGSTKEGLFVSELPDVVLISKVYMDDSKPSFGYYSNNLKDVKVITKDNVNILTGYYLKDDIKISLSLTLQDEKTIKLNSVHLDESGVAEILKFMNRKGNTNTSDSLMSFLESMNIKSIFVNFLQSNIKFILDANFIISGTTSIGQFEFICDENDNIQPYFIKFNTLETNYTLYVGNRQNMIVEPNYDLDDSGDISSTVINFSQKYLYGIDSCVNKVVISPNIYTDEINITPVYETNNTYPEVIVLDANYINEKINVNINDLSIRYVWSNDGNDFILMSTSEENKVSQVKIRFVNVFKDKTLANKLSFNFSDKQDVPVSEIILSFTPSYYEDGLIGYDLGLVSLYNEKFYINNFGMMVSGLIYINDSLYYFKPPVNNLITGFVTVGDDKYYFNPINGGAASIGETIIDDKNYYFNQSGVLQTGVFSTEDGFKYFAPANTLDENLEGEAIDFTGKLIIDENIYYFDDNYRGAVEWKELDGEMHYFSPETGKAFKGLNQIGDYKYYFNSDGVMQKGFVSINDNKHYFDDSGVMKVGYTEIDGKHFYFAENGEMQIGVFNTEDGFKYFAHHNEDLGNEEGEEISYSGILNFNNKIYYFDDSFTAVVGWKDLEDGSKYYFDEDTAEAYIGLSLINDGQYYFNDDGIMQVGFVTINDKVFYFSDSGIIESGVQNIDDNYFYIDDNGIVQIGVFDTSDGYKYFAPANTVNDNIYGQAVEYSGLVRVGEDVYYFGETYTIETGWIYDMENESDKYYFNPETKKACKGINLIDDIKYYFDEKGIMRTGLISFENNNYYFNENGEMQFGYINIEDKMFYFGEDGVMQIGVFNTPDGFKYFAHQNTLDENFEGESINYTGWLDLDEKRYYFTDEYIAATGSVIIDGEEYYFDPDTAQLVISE
Starred values were filed as active, the others as inactive; & = joins results of further samples.

SMILES	TcdB inh
COCc1cn(CC[C@H]2CC[C@@H](NC(=O)Nc3ccc(C(F)(F)F)cc3)[C@H](CO)O2)nn1	-0.5
Cc1noc(C)c1NC(=O)Nc1ccc2c(c1)C(=O)N([C@H](C)CO)C[C@@H](C)[C@@H](CN(C)Cc1ccncc1)O2	0.5
CN(C)CC#Cc1ccc([C@H]2[C@H](CO)N3CCCCN(C(=O)Nc4cc(F)ccc4F)C[C@@H]23)cc1	-2.3
O=C(Nc1cc(F)ccc1F)N1CC(=O)N2[C@H](C1)[C@H](c1ccc(-c3cccc(F)c3)cc1)[C@@H]2CO	-0.3
COc1cccc(-c2ccc3n(c2=O)C[C@@H]2N[C@H]3[C@H](C(=O)N3CCCCC3)[C@H]2CO)c1	3.0
C[C@H](CO)N1C[C@H](C)[C@H](CN(C)S(=O)(=O)c2ccc(C#N)cc2)OCc2ccccc2-c2c(n(C)c3ccccc23)C1=O	0.4
C[C@@H]1CCCCO[C@@H](CN(C)C(=O)Nc2cccc3ccccc23)[C@@H](C)CN([C@@H](C)CO)C(=O)c2cc(NC(=O)Nc3ccc(C(F)(F)F)cc3)ccc2O1	2.1
COc1ccc(CN(C)C[C@@H]2Oc3ccc(NC(=O)Nc4ccc(OC)cc4)cc3C(=O)N([C@@H](C)CO)C[C@@H]2C)cc1	0.3
Cc1noc(C)c1NC(=O)N(C)C[C@H]1OCCCC[C@@H](C)Oc2ccc(NC(=O)c3ccccc3)cc2C(=O)N([C@H](C)CO)C[C@H]1C	0.1
CCCNC(=O)N[C@H]1CC[C@@H](CCn2cc(-c3cccc(F)c3)nn2)O[C@H]1CO	0.5
O=C(Nc1ccc(Cl)cc1)N[C@@H]1CC[C@H](CCn2cc(-c3ccccc3F)nn2)O[C@H]1CO	-1.5
COCCNC(=O)C[C@@H]1CC[C@@H]2[C@H](COc3ccc(NC(=O)Nc4ccccc4)cc3C(=O)N2C)O1	0.4
C[C@H](O)C#Cc1ccc2c(c1)O[C@@H](CN(C)Cc1ccccn1)[C@H](C)CN([C@H](C)CO)S2(=O)=O	0.0
COc1ccc(NC(=O)N(C)C[C@@H]2Oc3ccc(NC(=O)Cc4cn(C)c5ccccc45)cc3CC(=O)N([C@@H](C)CO)C[C@@H]2C)cc1	0.3
CC(C)C#Cc1ccc2c(c1)O[C@@H](CN(C)Cc1cncnc1)[C@H](C)CN([C@H](C)CO)S2(=O)=O	0.5
Cc1ccc(-c2ccc([C@H]3[C@@H](CO)N4C(=O)CN(C(=O)CN5CCOCC5)C[C@@H]34)cc2)cc1	-0.6
CCNC(=O)[C@@H]1[C@@H](CO)[C@@H]2Cn3c(ccc(-c4ccccc4OC)c3=O)[C@@H]2N1CC	-0.7
CCN1[C@@H]2Cn3c(ccc(-c4cccnc4)c3=O)[C@H]1[C@@H](C(=O)NC1CCCCC1)[C@@H]2CO	-0.3
COc1ccc(NC(=O)N2CC(=O)N3[C@H](C2)[C@@H](c2ccc(/C=C/c4ccccc4)cc2)[C@@H]3CO)cc1	-2.7
Cc1ccc(-c2cnc3c(c2)C(=O)N([C@@H](C)CO)C[C@H](C)[C@@H](CN(C)CC2CCOCC2)O3)cc1	-0.5
C[C@H]1CN([C@@H](C)CO)C(=O)Cc2cc(NC(=O)Cc3ccccc3)ccc2O[C@H]1CN(C)Cc1ccc(C(F)(F)F)cc1	1.9
COc1ccc(NC(=O)N[C@@H]2C=C[C@@H](CC(=O)NC3CCCCC3)O[C@H]2CO)cc1	1.1
Cc1noc(C)c1NC(=O)Nc1ccc2c(c1)C(=O)N([C@H](C)CO)C[C@@H](C)[C@H](CN(C)C(=O)Nc1c(C)noc1C)O2	1.4
CCC(=O)N1C[C@H](O)COC[C@H]2O[C@H](CC(=O)NCc3cc(F)cc(F)c3)CC[C@@H]21	-11.5
C[C@H]1CCCCO[C@@H](CN(C)C(=O)c2ccccc2)[C@@H](C)CN([C@@H](C)CO)C(=O)c2cc(NC(=O)Nc3ccc(C(F)(F)F)cc3)ccc2O1	0.4

2 records picked at random from the list so far, as already listed:
SMILES	TcdB inh
CCN1[C@@H]2Cn3c(ccc(-c4cccnc4)c3=O)[C@H]1[C@@H](C(=O)NC1CCCCC1)[C@@H]2CO	-0.3
CCCNC(=O)N[C@H]1CC[C@@H](CCn2cc(-c3cccc(F)c3)nn2)O[C@H]1CO	0.5

(listing goes on)
SMILES	TcdB inh
O=C(C[C@H]1CC[C@H]2[C@@H](COC[C@@H](O)CN2C(=O)Nc2ccccc2)O1)NC1Cc2ccccc2C1	-3.0
C[C@@H]1CCCCO[C@@H](CN(C)S(=O)(=O)c2ccc(Cl)cc2)[C@H](C)CN([C@@H](C)CO)C(=O)c2cc(NS(=O)(=O)c3cn(C)cn3)ccc2O1	0.7
C[C@H](CO)N1C[C@H](C)[C@@H](CN(C)C(=O)Nc2ccccc2)OCCCC[C@H](C)Oc2ccc(NS(=O)(=O)c3ccc(Cl)cc3)cc2C1=O	1.2
Cc1ccc(S(=O)(=O)N(C)C[C@@H]2Oc3ccc(NC(=O)Cc4cn(C)c5ccccc45)cc3CC(=O)N([C@H](C)CO)C[C@H]2C)cc1	-0.3
CO[C@H]1CN(C)C(=O)c2cc(NC(=O)CC(F)(F)F)ccc2OC[C@@H](C)N(C(=O)c2ccccc2F)C[C@H]1C	0.0
COc1ccc(NC(=O)N(C)C[C@H]2Oc3ccc(NS(=O)(=O)c4c(C)noc4C)cc3CC(=O)N([C@H](C)CO)C[C@H]2C)cc1	-4.5
CO[C@@H]1CN(C)C(=O)c2ccc(NC(=O)c3ccc4c(c3)OCO4)cc2OC[C@@H](C)N(CC2CC2)C[C@@H]1C	1.1
C[C@@H]1CCCCO[C@H](CN(C)S(=O)(=O)c2ccc(Cl)cc2)[C@@H](C)CN([C@H](C)CO)C(=O)c2cc(NC(=O)Nc3cccc4ccccc34)ccc2O1	-0.2
CC(C)C#Cc1ccc([C@@H]2[C@@H](CO)N3C(=O)CN(S(=O)(=O)c4ccccc4)C[C@@H]23)cc1	4.1
O=C(C[C@H]1CC[C@@H]2[C@H](COC[C@@H](O)CN2S(=O)(=O)c2ccc(Cl)cc2)O1)NCCN1CCCC1	-0.6
COCC(=O)N(C)C[C@@H]1Oc2cc(C#CCC(C)C)ccc2S(=O)(=O)N([C@H](C)CO)C[C@@H]1C	0.5
C/C=C/c1ccccc1[C@H]1[C@@H](C#N)N(C(=O)CN2CCOCC2)[C@H]1CO	0.4
C/C=C/c1ccc([C@H]2[C@@H](CO)N3CCCCN(S(=O)(=O)c4ccc(F)cc4)C[C@@H]23)cc1	0.2
CC=Cc1ccc2n(c1=O)C[C@H]1[C@H](CO)[C@@H](C(=O)NCCc3ccccc3)N(CCC)[C@@H]21 (mixture of isomers)	-1.2
CCNC(=O)C[C@@H]1CC[C@H]2[C@@H](COC[C@@H](O)CN2C(=O)Nc2c(C)noc2C)O1	0.2
C[C@H](CO)N1C[C@H](C)[C@@H](CN(C)C(=O)Nc2ccc(F)cc2)Oc2c(NC(=O)NC3CCCCC3)cccc2C1=O	2.0
COCC(=O)N1C[C@@H](C)[C@@H](OC)CN(C)C(=O)c2cc(NC(=O)Nc3ccccc3)ccc2OC[C@@H]1C	1.5
C[C@@H]1CN([C@H](C)CO)C(=O)c2cccc(NC(=O)Nc3ccc(F)cc3)c2O[C@H]1CN(C)C(=O)Nc1ccc2c(c1)OCO2	0.2
CO[C@@H]1CN(C)C(=O)c2cc(C#N)ccc2OCC[C@@H]2CC[C@@H](OC)[C@@H](CN(C)C(=O)[C@H]1C)O2	-0.5
Cc1noc(C)c1S(=O)(=O)N(C)C[C@@H]1OCCCC[C@@H](C)Oc2ccc(NC(=O)c3ccccc3)cc2C(=O)N([C@@H](C)CO)C[C@H]1C	0.2
C[C@@H]1CN([C@@H](C)CO)C(=O)c2ccccc2-c2ccccc2CO[C@H]1CN(C)Cc1cccc(C(=O)O)c1	0.6
C[C@@H]1CCCCO[C@H](CN(C)C(=O)Nc2ccc(F)cc2)[C@@H](C)CN([C@H](C)CO)C(=O)c2cc(NC(=O)Nc3ccccc3)ccc2O1	0.6
CN1c2ccc(C#Cc3cccnc3)cc2[C@H]2[C@H](CCN2C(=O)C2CCCC2)[C@H]1CO	1.2
CO[C@H]1CN(C)C(=O)c2ccc(NC(=O)Nc3ccccc3Cl)cc2OC[C@H](C)NC[C@@H]1C	-4.8
C[C@@H]1CCCCO[C@@H](CN(C)S(=O)(=O)c2cccs2)[C@H](C)CN([C@H](C)CO)C(=O)c2cc(NC(=O)CCCN(C)C)ccc2O1	-0.3
SMILES	TcdB inh
C[C@H](CO)N1C[C@H](C)[C@H](CN(C)C(=O)Nc2ccc(C(F)(F)F)cc2)OCCCC[C@H](C)Oc2ccc(NC(=O)c3ccccc3)cc2C1=O	0.3
CO[C@@H]1CN(C)C(=O)c2ccc(NS(=O)(=O)c3ccc(C)cc3)cc2OC[C@@H](C)N(Cc2nccs2)C[C@H]1C	-1.0
CC(C)NC(=O)N(C)C[C@H]1Oc2ccc(NC(=O)NC3CCCCC3)cc2CC(=O)N([C@H](C)CO)C[C@H]1C	-0.2
CC(C)NC(=O)Nc1ccc2c(c1)C(=O)N([C@@H](C)CO)C[C@@H](C)[C@H](CN(C)Cc1ccc(C(F)(F)F)cc1)OCCCC[C@@H](C)O2	1.1
C[C@@H]1CCCCO[C@@H](CN(C)Cc2ccc(C(=O)O)cc2)[C@@H](C)CN([C@@H](C)CO)C(=O)c2cc(NC(=O)Nc3ccc(C(F)(F)F)cc3)ccc2O1	-1.0
COC(=O)C[C@H]1CC[C@H](NS(=O)(=O)c2ccccc2F)[C@@H](CO)O1	0.2
Cc1noc(C)c1NC(=O)Nc1ccc2c(c1)C(=O)N([C@H](C)CO)C[C@H](C)[C@H](CN(C)S(=O)(=O)c1ccccc1)OCCCC[C@H](C)O2	0.0
C[C@H]1CCCCO[C@H](CN(C)S(=O)(=O)c2cccs2)[C@@H](C)CN([C@@H](C)CO)C(=O)c2cc(NC(=O)Nc3ccc(F)cc3)ccc2O1	-0.8
CNC[C@H]1Oc2cc(C#Cc3ccc(OC)cc3)ccc2S(=O)(=O)N([C@H](C)CO)C[C@@H]1C	-5.8
CCCC#Cc1ccc([C@H]2[C@H](C#N)N(S(C)(=O)=O)[C@H]2CO)cc1	1.1
CC(=O)N1CC2(C1)[C@H](c1ccc(-c3cccc(C#N)c3)cc1)[C@@H](CO)N2CCC(F)(F)F	0.6
C[C@@H]1CN([C@@H](C)CO)C(=O)c2cc(NS(=O)(=O)c3ccc(F)cc3)ccc2O[C@@H](C)CCCCO[C@@H]1CN(C)Cc1ccc(C(F)(F)F)cc1	-1.2
O=C(C[C@@H]1C[C@H]2c3cc(NC(=O)c4ccc5c(c4)OCO5)ccc3O[C@H]2[C@H](CO)O1)NCC(F)(F)F	1.3
CC(C)CC#Cc1ccc2c(c1)O[C@H](CN(C)Cc1cncnc1)[C@H](C)CN([C@@H](C)CO)S2(=O)=O	0.2
CO[C@@H]1CN(C)C(=O)c2cc(NC(=O)Nc3c(C)noc3C)ccc2OC[C@H](C)NC[C@@H]1C	0.1
C[C@H](CO)N1C[C@H](C)[C@H](CN(C)S(C)(=O)=O)Oc2ncc(C#Cc3ccc(F)cc3)cc2C1=O	1.1&1.5
CS(=O)(=O)Nc1ccc2c(c1)[C@@H]1C[C@@H](CC(=O)NCc3ccncc3)O[C@@H](CO)[C@@H]1O2	0.4
C[C@H](CO)N1C[C@H](C)[C@H](CN(C)CC2CCCCC2)Oc2ccc(NS(=O)(=O)c3cccs3)cc2CC1=O	0.2
Cc1ccccc1S(=O)(=O)N1[C@H](C#N)[C@H](c2ccccc2)[C@@H]1CO	-0.1
COc1ccc(NC(=O)N(C)C[C@H]2OCCCC[C@@H](C)Oc3ccc(NC(=O)NC4CCCCC4)cc3C(=O)N([C@H](C)CO)C[C@@H]2C)cc1	-2.4
C[C@H](CO)N1C[C@H](C)[C@H](CN(C)CC2CC2)OCCCC[C@H](C)Oc2ccc(NS(=O)(=O)c3ccc(F)cc3)cc2C1=O	-0.9
CO[C@@H]1CN(C)C(=O)c2ccc(NC(=O)C3CCC3)cc2OC[C@@H](C)N(C(=O)Nc2ccc(C(F)(F)F)cc2)C[C@H]1C	0.0
Cc1ccc(S(=O)(=O)Nc2ccc3c(c2)CC(=O)N([C@@H](C)CO)C[C@@H](C)[C@H](CN(C)Cc2ccc(C(=O)Nc4ccccc4N)cc2)O3)cc1	0.0
C[C@@H]1CCCCO[C@@H](CN(C)C)[C@@H](C)CN([C@H](C)CO)C(=O)c2cc(NC(=O)CCC(F)(F)F)ccc2O1	0.8
Cc1noc(C)c1NC(=O)Nc1ccc2c(c1)C(=O)N([C@H](C)CO)C[C@H](C)[C@@H](CN(C)Cc1ccc(C(=O)O)cc1)O2	0.5
COc1ccccc1S(=O)(=O)N[C@H]1CC[C@H](CCNC(=O)C2CCOCC2)O[C@@H]1CO	-0.2

Part of the list above in order of count of non-hydrogen atoms, highest first:
SMILES	TcdB inh
Cc1ccc(S(=O)(=O)Nc2ccc3c(c2)CC(=O)N([C@@H](C)CO)C[C@@H](C)[C@H](CN(C)Cc2ccc(C(=O)Nc4ccccc4N)cc2)O3)cc1	0.0
COc1ccc(NC(=O)N(C)C[C@H]2OCCCC[C@@H](C)Oc3ccc(NC(=O)NC4CCCCC4)cc3C(=O)N([C@H](C)CO)C[C@@H]2C)cc1	-2.4
CC(C)NC(=O)Nc1ccc2c(c1)C(=O)N([C@@H](C)CO)C[C@@H](C)[C@H](CN(C)Cc1ccc(C(F)(F)F)cc1)OCCCC[C@@H](C)O2	1.1
CO[C@@H]1CN(C)C(=O)c2ccc(NC(=O)C3CCC3)cc2OC[C@@H](C)N(C(=O)Nc2ccc(C(F)(F)F)cc2)C[C@H]1C	0.0
CO[C@@H]1CN(C)C(=O)c2ccc(NS(=O)(=O)c3ccc(C)cc3)cc2OC[C@@H](C)N(Cc2nccs2)C[C@H]1C	-1.0
C[C@@H]1CCCCO[C@@H](CN(C)C)[C@@H](C)CN([C@H](C)CO)C(=O)c2cc(NC(=O)CCC(F)(F)F)ccc2O1	0.8
O=C(C[C@@H]1C[C@H]2c3cc(NC(=O)c4ccc5c(c4)OCO5)ccc3O[C@H]2[C@H](CO)O1)NCC(F)(F)F	1.3
CS(=O)(=O)Nc1ccc2c(c1)[C@@H]1C[C@@H](CC(=O)NCc3ccncc3)O[C@@H](CO)[C@@H]1O2	0.4
CCCC#Cc1ccc([C@H]2[C@H](C#N)N(S(C)(=O)=O)[C@H]2CO)cc1	1.1

An excerpt; the hit share may differ from the screen's.
